SW480 rereplic: induces DNA re-replication in SW480 colon adenocarcinoma cells. 1.8% of 340,000 active. SW480 DNA re-replication, Hoechst DNA content imaging, 48 h. AID 624297. Potency, µM (highest dose often 46.1 µM), inactives show at the top dose re-replication activation, most hits filed as activators; also: potency is read from the fitted curve at half-maximal effect; % of control where 0% means no effect; nearly all actives have a fitted effect of over 55% in size
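Image-based read-out: total Hoechst fluorescence of nuclei (405 nm excitation, 500-530 nm emission), with hits raising the fraction of high-intensity nuclei. SW480 colon cells incubated 48 hr with compounds at 37 C.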
KB-3-1 cytotox: kills parental KB-3-1 adenocarcinoma cells. KB-3-1 viability, CellTiter-Glo ATP luminescence, 72 h. Potency, µM (titrated, usually from 46.1 µM), inactives show at the top dose activity change, negative = cytotoxic, actives largely listed as cytotoxic. 1.4% of 400,000 active. AID 1347075; also: potency is read from the fitted curve at half-maximal effect; % is scaled to controls: 0 for no effect and ±100 for the full control effect; nearly all actives have a fitted effect of over 60% in size
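Cytotoxicity measured as CellTiter-Glo luminescence after 72 h at 37 C. Compound titrations were pinned onto drug-naive KB-3-1 parental adenocarcinoma cells grown in DMEM with 10% FBS, and normalized data fitted to concentration-response curves.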
GLP1R ag: agonists of human GLP-1 receptor; P43220; HEK293 GLP-1R CRE-luciferase, luminescence, 4-6 h; cells express a hypersensitive GLP-1R form; Potency, µM (highest dose often 45.6 µM), without a hit: at the highest dose activation, actives largely listed as activators; 0.007% of 380,000 active; AID 624172; also: potency is read from the fitted curve at half-maximal effect; % of control where 0% means no effect
Target sequence (P43220 whole entry, looked up): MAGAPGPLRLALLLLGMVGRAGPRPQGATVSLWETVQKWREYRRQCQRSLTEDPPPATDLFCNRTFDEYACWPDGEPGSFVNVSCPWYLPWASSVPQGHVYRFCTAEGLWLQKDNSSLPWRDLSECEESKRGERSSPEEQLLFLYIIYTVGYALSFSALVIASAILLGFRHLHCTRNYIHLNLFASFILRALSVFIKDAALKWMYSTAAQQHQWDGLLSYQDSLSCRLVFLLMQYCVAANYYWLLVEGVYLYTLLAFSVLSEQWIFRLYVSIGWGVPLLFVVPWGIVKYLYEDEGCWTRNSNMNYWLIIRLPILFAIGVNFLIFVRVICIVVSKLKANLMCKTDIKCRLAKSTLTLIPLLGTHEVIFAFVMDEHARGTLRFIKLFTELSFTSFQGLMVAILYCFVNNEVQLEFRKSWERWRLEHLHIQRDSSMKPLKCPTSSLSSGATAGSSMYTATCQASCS
IL1B secr inh: inflammasome signaling inhibition, IL-1 beta readout | activity change, % at 57.5 µM | 4.7% of 360,000 active | THP-1 LPS/ATP IL-1B secretion, AlphaLISA, 16 h; hits give low values; in the data active = activity change below about -50%; inconclusive = mostly about -30% to -49%; also: % is scaled to controls: 0 for no effect and ±100 for the full control effect
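Secreted IL-1B measured by AlphaLISA bead assay after 16 h compound exposure of THP-1 cells; compounds (final up to 57.5 uM) added 1 h before LPS (250 ng/mL) and ATP (1.25 mM) stimulation; lower signal means less secretion.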
KB-V1 MDR tox: KB-V1 MDR subline cytotoxicity | KB-V1 MDR cells viability, CellTiter-Glo, 72 h | Potency, µM (doses to about 46.1 µM), for the others: at the highest dose activity change, negative = cytotoxicity, most hits filed as cytotoxic | 3.4% of 400,000 active; also: potency is read from the fitted curve at half-maximal effect; % is scaled to controls: 0 for no effect and ±100 for the full control effect; nearly all actives have a fitted effect of over 60% in size
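Following 72 h at 37 degrees C with compound, KB-V1 cell viability was read by CellTiter-Glo luminescence, medium being phenol-red-free DMEM plus 10% FBS; concentration-response parameters came from normalized, curve-fitted qHTS data.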
HT1080-NT tox: kills 2HG-producing HT-1080-NT fibrosarcoma cells; HT-1080-NT fibrosarcoma viability, CellTiter-Glo ATP luminescence, 48 h; Potency, µM (doses to about 46.1 µM), for the others: at the top dose activity, negative = less viability, actives largely listed as cytotoxic; 1.6% of 360,000 active; AID 686970;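 also: NT is the 2HG producing partner of a matched IDH1 knockdown line; potency is read from the fitted curve at half-maximal effect; 0% = DMSO-treated cells and -100% = media-only wells without cells; nearly all actives have a fitted effect of over 55% in size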
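Toxicity toward the 2HG-producing NT line was scored as %Activity, normalised to DMSO and no-cell wells, from CellTiter-Glo luminescence after 48 hours' treatment.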
D3 ag: D3 dopamine receptor (human) agonism | D3R DiscoveRx beta-arrestin cells, luminescence, 90 min | max activation, % | 0.58% of 410,000 active; in the data active = max activation above about 30%; also: 0% is about no effect; mostly tested at two doses, the higher about 12 µM
Target sequence (P35462 whole entry, looked up): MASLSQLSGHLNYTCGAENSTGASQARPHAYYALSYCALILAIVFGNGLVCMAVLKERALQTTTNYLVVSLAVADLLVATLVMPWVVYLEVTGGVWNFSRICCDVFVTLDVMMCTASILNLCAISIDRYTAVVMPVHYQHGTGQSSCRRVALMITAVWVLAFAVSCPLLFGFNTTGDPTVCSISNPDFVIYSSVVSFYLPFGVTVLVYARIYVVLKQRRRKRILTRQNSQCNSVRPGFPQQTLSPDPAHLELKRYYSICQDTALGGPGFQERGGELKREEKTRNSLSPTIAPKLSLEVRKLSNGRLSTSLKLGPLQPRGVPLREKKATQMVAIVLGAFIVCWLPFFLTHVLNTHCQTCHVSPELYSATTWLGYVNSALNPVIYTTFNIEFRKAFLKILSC
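Cells at 1500/well, incubated overnight, then treated with pinned compounds (dopamine as control) for 90 min at 37 degrees C. DiscoveRx reagent added for 30 - 60 minutes at room temperature; luminescence read.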
DRD3 antagonist: antagonists of human D3 dopamine receptor | P35462 | D3R cells, DiscoveRx beta-arrestin luminescence, antagonist mode; hits give low values | max response, negative = inhibition, % | 2.5% of 360,000 active | AID 652054; in the data active = max response below about -50%; inconclusive = no clear call, values can overlap the other calls; also: % is scaled to controls: 0 for no effect and ±100 for the full control effect; mostly tested at two doses, the higher about 12 µM
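Cells plated overnight at 1500 cells/well, then exposed to library compounds with dopamine controls for 90 minutes at 37 degrees C. DiscoveRx reagent added for 30–60 minutes at room temperature; luminescence read, quantitative HTS format.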
HT1080 IDH1KD tx: HT-1080 IDH1 knockdown cell toxicity (counter line); 2% of 360,000 active; Potency, µM (series often up to 46.1 µM), inactives show at the top dose activity, negative = toxicity, most hits filed as cytotoxic; HT-1080 IDH1 knockdown viability, ATP luminescence, 48 h; AID 686971;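 also: potency is read from the fitted curve at half-maximal effect; 0% = DMSO wells and -100% = cell-free medium wells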
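Knockdown cells (IDH1KD HT-1080) received compounds 2 h after plating at 750 cells/well and were kept 48 h at 37 °C in 5% FBS RPMI. A CellTiter-Glo luminescence read gave % activity for curve fitting.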
Starred values were filed as active, the others as inactive; u = inconclusive; x = no result given; & = joins results of further samples; [ ] = another dose, or the depositor's remark. Unless noted, calls follow the shape of the dose curve; as a rule, active = well fitted curve in the direction sought with a large enough effect; inconclusive = small, poorly fitted or top-dose-only effect, or another doubt; inactive = no such curve, though single readings can be large; an effect the other way counts as inactive or inconclusive.

Values in the order – SW480 rereplic | KB-3-1 cytotox | GLP1R ag | IL1B secr inh | KB-V1 MDR tox | HT1080-NT tox | D3 ag | DRD3 antagonist | HT1080 IDH1KD tx
- CN(CC(=O)NC1CCCCCC1)S(=O)(=O)c1ccccc1
  2% | -5% | -1% | -8 | -22% | 0% | -5 | -20 | -9%
- COc1ccc(C(=O)NCC(c2ccco2)N2CCc3ccccc3C2)cc1 (centres undefined)
  -5% | -3% | 7% | -15 | u | 1% | -27 | -17 | 3%
- C[C@@H]1CN([C@H](C)CO)C(=O)CCCn2nncc2CO[C@@H]1CN(C)C(=O)c1ccc(N2CCN(C)CC2)cc1
  x | -6% | 22% | 0 | -20% | -9% | -5 | -7 | 3%
- CCN(C1CCCCC1)S(=O)(=O)c1cc(C)ccc1OC
  0% | -1% | -1% | 2 | 0% | -10% | 6 | 0 | -14%
- CC(=O)NCCC(=O)N1CCc2c([nH]c3ccccc23)C1c1cccc(Cl)c1 (centres undefined)
  -73%[inhibitor] | -4% | 12% | 0 | 0% | u | 13 | 2 | -27%
- COc1ccc(NC(=O)c2cc(S(=O)(=O)N3CCc4ccccc43)cn2C)cc1
  20% | -16% | 9% | -1 | u | 2% | 3 | 7 | -9%
- COc1ccc(C2Nc3ccccc3C(=O)N2c2ccc(C)cc2)cc1COc1ccccn1 (centres undefined)
  21% | 0% | 2% | -26 | -28% | 0% | 1 | -18 | 1%
- CC(=O)n1nc(-c2ccco2)nc1N
  -2% | -5% | -14% | 18 | 16% | 7% | 8 | 4 | 3%
- N=c1c(C(=O)NCC2CCCO2)cc2c(=O)n3ccccc3nc2n1Cc1ccco1 (centres undefined)
  21µM* | -10% | 11% | 28 | -5% | 6% | 6 | 12 | 7%
- C[C@@H](C(=O)OCC(=O)c1ccc(F)c(F)c1)N1C(=O)C2CCCCC2C1=O (some centres undefined)
  12% | 9% | -2% | 20 | u | 0%[9.24 µM] | -1 | -25 | 1%
- Cc1cccc(N(CC(=O)N2CCCC2)S(=O)(=O)c2ccccc2)c1
  1% | 0% | 17% | 9 | -15% | -6% | 2 | 9 | 0%
- Cc1ccc(CCNC(=O)CCS(=O)(=O)c2cc3c(cc2Cl)NC(=O)CO3)cc1
  x | 13% | -1% | x | 13% | x | -10 | x | x
- O=C(c1ccco1)c1nc2c(n1O)CCCCC2
  -5% | 13% | -9% | 15 | 7% | 12% | 13 | 25 | 9%
- N/C(=N\OCC(=O)Nc1ccccc1)c1nonc1N
  -5% | 20% | 7% | -9 | 0% | 15% | 2 | 16 | 20%
- O=C(O)CSCC(=O)NCc1ccc(Cl)cc1Cl
  0% | -1% | 0% | 6 | -6% | -7% | -7 | 13 | 4%
- CC(C)C(=O)NC(=S)Nc1ccc(S(=O)(=O)N(C)Cc2ccccc2)cc1
  u | u | -23% | 19 | u | u | -8 | 37 | 21µM*
- CC(=O)N1CCC(C(=O)Nc2ccc3c(c2)CCC3)CC1
  u | 14% | 5% | 2 | 0% | u | -3 | -8 | 27%
- O=C(Nc1ccc2c(c1)OCO2)C1CC(c2ccc(F)cc2)=NO1 (centres undefined)
  -20% | 4% | -3% | -4 | 2% | 15% | 0 | 10 | 0%
- Cc1cc(NC(=O)CSCC(=O)OCC(=O)Nc2ccc(OC(F)F)cc2)no1
  -17% | 4% | 2% | -8 | 14% | 3% | 1 | -11 | 4%
- O=C(CSc1ncnc2scc(-c3ccc(F)cc3)c12)c1ccc2c(c1)OCCO2
  0% | -7% | 5% | -27 | u | 0% | 14 | 28 | -1%
- CS(=O)(=O)c1cnc(-c2ccccc2)nc1-c1ccccc1Cl
  1% | 4% | 7% | 0 | -2% | -10% | 5 | 12 | -1%
- CCOC(=O)N1CCC2(CC1)C(C#N)=C(N)Oc1c2sc2nc(C)cc(C)c12
  u | 0% | u | -14 | -5% | u | 6 | 36 | u
- O=C1c2ccccc2C(=O)N1C1C=CC=CC=C1
  x | -20% | 1% | -21 | -11% | -3% | -5 | 9 | 0%
- O=C(OCC(=O)N1CCc2ccccc2C1)c1ccc(O)cc1
  3% | -5% | 6% | 14 | 1% | 1% | -2 | -6 | 7%
- COc1ccc(CC(=O)NCC2(c3ccc(OC)c(OC)c3)CCOCC2)cc1
  -2% | 4% | 0% | 8 | 4% | 12% | 2 | 3 | 24%
- COc1ccc(NC(=O)C2Cc3c(-c4ccccc4Oc4ccccc4)ccnc3O2)cn1 (centres undefined)
  x | u | 0% | -29 | u | -3% | -4 | -22 | -9%
- FC(F)(F)c1ccccc1NC(=S)NC1CCN(Cc2ccccc2)CC1
  -12% | 8% | 7% | -9 | -16% | 18% | -20 | -58* | 0%
- COc1ccc2c(c1)c1c(n2C)[C@@H]2CC=C(CO)[C@@H](C1)N2C
  -2% | -1% | -3% | 23 | -8% | 5% | 16 | 0 | 9%
- CCOc1cc(/C=N/NC(=O)c2ccc(-c3csc(Nc4ccc(C)cc4)n3)cc2)ccc1OCC(=O)O
  5% | 12% | 25% | 39 | 20% | -10% | 6 | 56 | 1%
- COC(=O)[C@H]1[C@@H](C)N(CCc2cc(OC)c(OC)c(OC)c2)C(=O)N[C@H]1c1ccccc1
  -14% | 5% | 20% | 31 | -7% | 7% | 5 | 0 | 7%

Next records
SMILES	SW480 rereplic	KB-3-1 cytotox	GLP1R ag	IL1B secr inh	KB-V1 MDR tox	HT1080-NT tox	D3 ag	DRD3 antagonist	HT1080 IDH1KD tx
CCOc1ccc2[nH]c(=O)c(CN(CCN3CCOCC3)Cc3nnnn3C(C)(C)CC)cc2c1	16%	-3%	8%	-5	0%	0%	-4	-20	1%
CC(C)Cc1nnc(NC(=O)CSc2ncn[nH]2)s1	-3%	-18%	-24%	2	-13%	-2%	6	7	0%
CC(C)(C)c1ccc(C(=O)N2CCN(CCNC(=O)C(=O)NCc3ccc(Cl)cc3)CC2)cc1	u	u	2%	-67*	-13%	u	-11	16	u
CC(=O)Nc1ccc(NC(=O)C2CCN(C(=O)c3ccc([N+](=O)[O-])cc3)CC2)cc1	2%	-4%	13%	10	4%	16%	-6	6	16%
Cc1ccc(C(=O)N(Cc2nnc(-c3ccc(Cl)cc3)o2)C2CC2)o1	-4%	-3%	22%	-4	-1%	7%	-8	13	10%
CCn1c2ccccc2c2nnc(SCCN3CCCCC3)nc21	-24%	3%	16%	u	9%	-9%	-23&-24	u	-11%
CCOC(=O)C(C(=O)N(C)C)c1ncc(C(F)(F)F)cc1Cl (centres undefined)	-1%	15%	-6%	27	5%	10%	2	u	11%
CC1(C)Cc2ccccc2C(=C(C#N)C#N)N1	-5%	0%	-1%	0	28%	12%	1	8	14%
Cc1ccc2c(c1)N=C(c1ccccc1)CC(C(Cl)Cl)=N2	u	u	2%	u	u	u	-6	-12	u
COCCOC(=O)c1[nH]c2c(c1C)C(=O)CC(c1ccc(OC)cc1)C2 (centres undefined)	u	1%	7%	7	-20%	0%	6	-5	-1%
Cc1ccc(-c2cc(C(=O)O)n(-c3ccc(S(N)(=O)=O)cc3)n2)cc1	5%	1%	-1%	-3	u	0%	2	19	1%
O=C(C1CC1)N1CCN(c2ccc([N+](=O)[O-])cc2)CC1	8%	-19%	-7%	-12	u	0%	2	16	16%
CC(=O)c1ccc(NC(=O)CCn2c(=S)oc3ccccc32)cc1	-26%	0%	6%	7	10%	5%	1	4	5%
N/C(COc1ccccc1)=N\NC(=O)c1cccnc1Oc1ccccc1	-2%	6%	3%	13	-6%	14%	0	-1	11%

Among those listed so far, six have fluorine.
SMILES	SW480 rereplic	KB-3-1 cytotox	GLP1R ag	IL1B secr inh	KB-V1 MDR tox	HT1080-NT tox	D3 ag	DRD3 antagonist	HT1080 IDH1KD tx
C[C@@H](C(=O)OCC(=O)c1ccc(F)c(F)c1)N1C(=O)C2CCCCC2C1=O (some centres undefined)	12%	9%	-2%	20	u	0%[9.24 µM]	-1	-25	1%
O=C(Nc1ccc2c(c1)OCO2)C1CC(c2ccc(F)cc2)=NO1 (centres undefined)	-20%	4%	-3%	-4	2%	15%	0	10	0%
Cc1cc(NC(=O)CSCC(=O)OCC(=O)Nc2ccc(OC(F)F)cc2)no1	-17%	4%	2%	-8	14%	3%	1	-11	4%
O=C(CSc1ncnc2scc(-c3ccc(F)cc3)c12)c1ccc2c(c1)OCCO2	0%	-7%	5%	-27	u	0%	14	28	-1%
FC(F)(F)c1ccccc1NC(=S)NC1CCN(Cc2ccccc2)CC1	-12%	8%	7%	-9	-16%	18%	-20	-58*	0%
CCOC(=O)C(C(=O)N(C)C)c1ncc(C(F)(F)F)cc1Cl (centres undefined)	-1%	15%	-6%	27	5%	10%	2	u	11%

Source: PubChem
